# Compound activity from PubChem BioAssay.
# IDE inh = human IDE inhibitors in live cells, primary screen, fluorescence polarization, HEK cells, FAbetaB substrate | Insulin-degrading enzyme (Homo sapiens), P14735 | FAbetaB cleavage | inhibition, % at 5.59 µM | actives 0.41% (n = 320,000) | AID 434962, 2010;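 active = percent inhibition above the average of all tested compounds plus 3 SD, set per screening campaign, cut at about 16% in these data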;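 also: IDE supplied by intact live HEK cells; FP after avidin binding of uncleaved biotin substrate so inhibition keeps polarization high; 0% = DMSO wells and 100% = 60 µM reference IDE inhibitor Ii1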
# CRFR2-BP ag = agonists of CRF-BP/CRF-R2 complex, primary screen, cell-based, HEK293, calcium dye fluorescence, uHTS | actives 0.46% (n = 350,000) | activation, % at 13.2 µM | calcium dye fluorescence (FLIPR); percent of saturating CRF peptide response | CRF-binding protein / CRF receptor 2 complex (human);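 active = activation of at least 50%, plus an integration ratio under a set limit after plate pattern correction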;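 also: plate controls were neutral control wells without compound for no effect and CRF at EC100 for full effect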
# IDE cell activ = human IDE activators in live cells, primary screen, fluorescence polarization, HEK cells, FAbeta-B substrate; FAbeta-B cleavage; 0% vehicle, 100% cell-free pure enzyme wells; activation, % at 5.96 µM; actives 0.073% (n = 340,000); AID 493087, 2011;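 active = activation above the mean of all tested compounds plus 3 SD, set per screening campaign, cut at about 17% in these data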
# pCIP destab = p/CIP-EGFP fusion destabilizers, primary screen, fluorescence, F442A cells; 16 h; decrease of EGFP signal, % at 10 µM; actives 0.01% (n = 290,000); AID 1984, 2009;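 active = EGFP signal decrease of at least 30% at 10 µM or well 3 SD below plate mean, unless failing retest; inactive = the rest, including hits failing retest or dose response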; also: some compounds called inactive have numbers as strong as hits; many of its hits are not listed in these tables
# Target sequence (Q05BA5 1-1403): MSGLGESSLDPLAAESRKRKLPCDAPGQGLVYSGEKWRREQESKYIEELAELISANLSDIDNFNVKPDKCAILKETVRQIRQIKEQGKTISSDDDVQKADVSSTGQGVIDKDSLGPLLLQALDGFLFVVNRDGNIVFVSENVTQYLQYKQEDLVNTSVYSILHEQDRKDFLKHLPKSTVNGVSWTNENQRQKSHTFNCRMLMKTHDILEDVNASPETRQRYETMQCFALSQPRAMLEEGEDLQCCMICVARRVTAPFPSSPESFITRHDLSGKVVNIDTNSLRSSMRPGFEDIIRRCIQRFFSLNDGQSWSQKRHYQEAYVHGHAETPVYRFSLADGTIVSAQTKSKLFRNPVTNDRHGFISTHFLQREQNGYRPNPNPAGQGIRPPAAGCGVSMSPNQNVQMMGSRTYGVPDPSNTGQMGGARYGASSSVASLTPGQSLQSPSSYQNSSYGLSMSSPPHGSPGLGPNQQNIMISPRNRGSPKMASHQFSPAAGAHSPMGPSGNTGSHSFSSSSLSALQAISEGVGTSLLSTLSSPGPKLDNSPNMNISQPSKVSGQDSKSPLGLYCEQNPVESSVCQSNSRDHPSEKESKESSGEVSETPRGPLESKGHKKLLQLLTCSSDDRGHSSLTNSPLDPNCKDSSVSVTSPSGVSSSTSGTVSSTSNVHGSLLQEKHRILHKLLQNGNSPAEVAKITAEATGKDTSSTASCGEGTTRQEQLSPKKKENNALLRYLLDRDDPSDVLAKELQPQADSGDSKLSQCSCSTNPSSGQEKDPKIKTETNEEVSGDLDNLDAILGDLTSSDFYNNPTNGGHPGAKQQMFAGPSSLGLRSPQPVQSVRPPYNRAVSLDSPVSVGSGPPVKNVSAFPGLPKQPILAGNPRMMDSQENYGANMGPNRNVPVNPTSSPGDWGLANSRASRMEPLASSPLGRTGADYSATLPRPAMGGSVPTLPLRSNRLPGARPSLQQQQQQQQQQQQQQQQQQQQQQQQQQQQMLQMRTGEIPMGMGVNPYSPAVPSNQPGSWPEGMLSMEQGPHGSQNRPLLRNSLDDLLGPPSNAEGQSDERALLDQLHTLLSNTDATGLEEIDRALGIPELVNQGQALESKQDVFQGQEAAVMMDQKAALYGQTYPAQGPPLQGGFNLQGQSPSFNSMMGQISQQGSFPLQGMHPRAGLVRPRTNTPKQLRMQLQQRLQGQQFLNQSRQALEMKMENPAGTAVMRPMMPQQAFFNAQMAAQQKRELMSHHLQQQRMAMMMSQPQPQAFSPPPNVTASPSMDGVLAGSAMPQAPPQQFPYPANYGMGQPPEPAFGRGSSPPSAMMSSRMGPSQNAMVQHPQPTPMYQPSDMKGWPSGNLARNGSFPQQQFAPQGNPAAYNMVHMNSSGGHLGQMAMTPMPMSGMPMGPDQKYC
# GalR3 antagonist = GalR3 antagonists in HEK293 cells, primary screen, cell-based, fluorescence readout | HEK293 GalR3-CNG cAMP membrane potential fluorescence; galR3 body fused to GalR1 C-terminus | actives 0.44% (n = 360,000) | inhibition, % at 3 µM;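 active = inhibition above the screen-wide average plus 3 SD, cut at about 13% in these data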;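 also: forskolin and galanin both at EC90 stimulate the cells; cAMP rise reported by CNG channel membrane potential dye signal; 0% = forskolin plus galanin with DMSO and 100% = forskolin alone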
# CRFR2-BP antag = antagonists of CRF-BP/CRF-R2 complex, primary screen, cell-based, HEK293, calcium dye fluorescence, uHTS; CRF-induced calcium fluorescence; actives 0.59% (n = 350,000); inhibition, % at 11.8 µM;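 active = inhibition of the ligand-induced calcium signal above about 50% at the single tested concentration, limit read from the data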
# CHRM4 PAM = human M4 muscarinic receptor positive allosteric modulators, primary screen, CHO-K1 cells, Fluo-8 calcium fluorescence | actives 0.4% (n = 360,000) | CHO-K1 hM4/Gqi5, ACh EC20; 0% = ACh EC20, 100% = maximal ACh | AID 624126, 2012 | Muscarinic acetylcholine receptor M4 (Homo sapiens), P08173 | activation, % at 3 µM;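 active = activation above its plate's cutoff, the mean activation of sample wells plus 3 SD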; also: some results filed as inactive read as strong as hits
# MEKK3 PB1 HTS = modulators of MEKK3-MEK5 PB1 binding, primary screen, biochemical, wildtype MEKK3, multiplex bead flow cytometry, Alexa488-MEK5 | actives 1.4% (n = 290,000) | bead-based flow cytometry, Alexa488-MEK5 binding to MEKK3; actives lie on both sides; 0 = blocked by unlabeled MEK5, 100 = vehicle | binding response (% of control), % at 10 µM | Mitogen-activated protein kinase kinase kinase 3 (Homo sapiens), Q99759;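 active = binding response more than 3 SD above or below the average of its plate-row segment, actives on both sides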;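 also: Alexa488 bead fluorescence after subtracting the streptavidin-only scavenger bead signal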
# PHOSPHO1 inh = PubChem AID 1565; Phosphoethanolamine/phosphocholine phosphatase (Homo sapiens), Q8TCT1; recombinant PHOSPHO1, absorbance phosphatase assay; inhibition, % at 13.3 µM; actives 1.1% (n = 290,000); in the data active = inhibition above about 60%
# The depositor's hits bear a star; / = not tested or not shown; & = joins results of further samples; [ ] = remark or other dose.
SMILES,IDE inh,CRFR2-BP ag,IDE cell activ,pCIP destab,GalR3 antagonist,CRFR2-BP antag,CHRM4 PAM,MEKK3 PB1 HTS,PHOSPHO1 inh
Cc1cc2c(cc1C)CSC(c1c(O)ccc3ccccc13)SC2,2,-2.3,2,4,-4,39,0,110,19
CCCCNC(=O)Nc1ccc(Br)cn1,7,1.2,-1,2,-4,4,21,98,1
c1ccc(Oc2cccc(OCCn3cncn3)c2)cc1,-1,-0.2,-2,5,0,-4,-5,102,-14
C=CCn1cc(C(=O)NCc2ccco2)c(=O)c2cc(S(=O)(=O)N3CCCCCC3)ccc21,4,2.0,0,-12,-7,19,-6,100,21
CC1CN(C(=O)COC(=O)c2ccc(O)cc2)CC(C)O1 (configuration not stated),-3,-0.9,4,-19,-7,-5,1,100,43
Cn1ncc(Cl)c1C(=O)N1CCN(c2ccc(F)cc2)CC1,-2,-2.0,8,6,-1,5,8,100,/
O=c1c2ccccc2nc(CSc2nnnn2-c2ccccc2)n1-c1ccccc1,8,0.0,0,-6,-2,5,-4,/,-25
Nc1nnc(-c2ccccc2[N+](=O)[O-])o1,5,1.7,1,7,-2,-9,7,101,28
COc1ccc(CN(C(=O)c2nsc(Cl)c2Cl)C(C(=O)NC2CCCC2)c2ccc(OC)cc2)cc1 (configuration not stated),1,53*,-4,-10,-7,-10,-6,106,18
Clc1ccc(N2CCN(Cc3ccco3)CC2)cc1,4,-3.9,1,-8,-9,9,-6,103,/
Cc1noc(C)c1NC(=O)Nc1ccc2c(c1)C(=O)N([C@H](C)CO)C[C@H](C)[C@H](CN(C)C(=O)NC1CCCCC1)OCCCC[C@@H](C)O2,/,3.0,/,/,2,1,-3,/,/
CN1CCN(C(=S)NC(=O)c2cccc([N+](=O)[O-])c2)CC1,-2,0.6,-3,-1,3,-12,-2,106,31
COc1ccc(OCCOC(=O)CNC(=O)c2cccc(C)c2)cc1,5,-3.1,5,/,-4,12,6,/,/
Cc1cc(NC(=O)c2ccc(Br)cc2)nc(C)n1,6,-2.3,2,-19,-7,-3,-2,103,5
CCc1ccc(-c2cn(C3CCCCC3)c(=S)[nH]2)cc1,-7,-2.4,1,0,4,-18,-7,103,18
O=CN1Cc2[nH]c3ccccc3c2N(c2ccc(Cl)cc2)C1=O,3,2.7,10,-5,-2,-8,-3,98,-6
CCc1ccccc1NC(=O)CN1CCN(CC(=O)Nc2ccc(-c3ccccc3)cc2)CC1,-2,0.2,5,2,-7,0,13,103,30
CC(Oc1cccc(Cl)c1)C(=O)Nc1ccccc1N1CCCCC1 (configuration not stated),6,-0.3,2,/,0,-15,-2,/,/
CCn1c(SCC(=O)NNC(=O)c2ccc(OC)cc2)nnc1C1CC1,3,5.0,4,9,-2,-4,0,99,40
CC(C)CN(C(=O)COC(=O)COc1ccc2c(c1)CCC2)c1c(N)n(Cc2ccccc2)c(=O)[nH]c1=O,-1,2.9,11,/,-4,11,1,/,/

# CRFR2-BP ag: what is marked active above.
SMILES,IDE inh,CRFR2-BP ag,IDE cell activ,pCIP destab,GalR3 antagonist,CRFR2-BP antag,CHRM4 PAM,MEKK3 PB1 HTS,PHOSPHO1 inh
COc1ccc(CN(C(=O)c2nsc(Cl)c2Cl)C(C(=O)NC2CCCC2)c2ccc(OC)cc2)cc1 (configuration not stated),1,53*,-4,-10,-7,-10,-6,106,18

# 3 of the entries above in order of their number in MEKK3 PB1 HTS, rising:
SMILES,IDE inh,CRFR2-BP ag,IDE cell activ,pCIP destab,GalR3 antagonist,CRFR2-BP antag,CHRM4 PAM,MEKK3 PB1 HTS,PHOSPHO1 inh
CCCCNC(=O)Nc1ccc(Br)cn1,7,1.2,-1,2,-4,4,21,98,1
CC1CN(C(=O)COC(=O)c2ccc(O)cc2)CC(C)O1 (configuration not stated),-3,-0.9,4,-19,-7,-5,1,100,43
COc1ccc(CN(C(=O)c2nsc(Cl)c2Cl)C(C(=O)NC2CCCC2)c2ccc(OC)cc2)cc1 (configuration not stated),1,53*,-4,-10,-7,-10,-6,106,18

# The list continues.
SMILES,IDE inh,CRFR2-BP ag,IDE cell activ,pCIP destab,GalR3 antagonist,CRFR2-BP antag,CHRM4 PAM,MEKK3 PB1 HTS,PHOSPHO1 inh
O=C(O)/C=C/c1ccc(S(=O)(=O)NCc2ccco2)cc1,-2,-0.3,2,0,3,7,-3,75,20
COC(=O)c1cccc(NS(C)(=O)=O)c1,1,-0.2,5,-1,-2,-3,-12,97,36
COc1ccc(CN(C)C(=O)CC(c2ccccc2)c2ccccc2)cc1,-11,0.9,0,-17,-8,12,-6,102,32
Clc1ccccc1Cn1nnc2c(NCCN3CCOCC3)ncnc21,-1,1.0,5,0,-6,16,3,79,-3
CSC(=Nc1ccccc1)C1=C(O)COC1=O,4,1.5,-1,-7,-5,15,1,127,5
COc1ccc(OC)c2sc(NC(=O)CCS(=O)(=O)c3ccccc3)nc12,0,-0.3,2,/,/,-27,2,108,/
CC(C)(C)NC(=O)C(c1ccc(F)cc1)N(Cc1ccco1)C(=O)CCC(=O)Nc1nccs1 (configuration not stated),4,-1.2,2,-23,-9,4,3,90,19
COc1ccc(-c2c(C#N)c(N)n(N)c(=O)c2C#N)cc1Cl,2,0.1,2,-8,-3,-7,-3,105,37
O=C(O)C1C(c2ccccc2)C(C(=O)OCc2ccco2)C1c1ccccc1 (configuration not stated),6,2.0,3,-8,-6,-11,4,91,9
O=C1NC(=O)C2(CCCCCCCCCCC2)N1,-10,-3.9,1,-12,-8,-14,2,102,13
CCSc1nnc(NC(=O)CSc2nnc(-c3c[nH]c4ccccc34)n2CC)s1,1,-2.2,-3,-5,/,-3,-1,114,-34
COc1ccc(CC(=O)N2CCCC(CNC(=O)c3ccccc3Cl)C2)cc1 (configuration not stated),-6,-0.2,-2,-10,-3,-6,-2,47*[inhibitor],18
CCN1CCN(C(=S)c2ccc(OCC(=O)N3CCOCC3)cc2)CC1,0,1.2,1,-13,-6,3,3,100,10
CN(C1CCCC1)C1CCN(C(=S)Nc2cc(F)cc(F)c2)CC1,5,3.4,9,-6,2,-10,16,98,-36
COc1cc(C)nc(-c2csc(C)n2)n1,4,-0.4,1,2,-2,11,5,93,24
COc1ccc(C(CCN2CCCC2)c2c(OC)cc(OC)c3c(-c4ccccc4)cc(=O)oc23)cc1 (configuration not stated),7,5.6,1,-5,-1,-9,11,108,13
Cc1[nH]c2ccccc2c1C(=O)C(=O)N1CCCc2ccccc21,-1,-0.7,4,-16,-6,-10,-1,93,0
Cc1c(C2(O)CCCCC2)[nH]c2ncccc12,3,-2.0,2,/,4,-2,8,/,/
O=C(/C=C/c1ccc(F)cc1)NC(Cc1c[nH]c2ccccc12)C(=O)O (configuration not stated),5,2.1,-1,6,3,10,-6,104,-10
COc1ccc(CN2C(=NC(=O)CCc3ccccc3)SC3CS(=O)(=O)CC32)cc1 (configuration not stated),-13,-0.6,8,-3,-2,5,-1,99,53
CC(C)(C)C(=O)NCc1ccc(C(=O)CN2C(=O)NC3(CCCC3)C2=O)s1,/,-0.3,7,/,-4,3,5,/,/
O=C(/C=C/c1ccco1)Nc1nc(-c2ccccc2)cs1,1,0.0,0,3,-3,-15,1,106,-10
NS(=O)(=O)c1ccc(CNC(=O)c2cc(-c3cccs3)nc3ccccc23)cc1,0,5.2,4,-10,-2,-20,-20,103,20
COc1cccc(-c2ccc(C#N)c(SCC(=O)NCCc3cccc(Cl)c3)n2)c1,-7,0.1,3,-8,-3,2,2,102,16
C=C(C)C(=O)N1CC2(CC(c3cccc(NC(=O)CCCCC)c3)=NO2)C[C@H]1C(N)=O (some centres not stated),8,-2.3,2,3,-4,8,6,99,26
CCCCCCCCNc1ncnc2ccccc12,1,0.1,2,-11,/,-28,-19,101,0
C=CCC(C#Cc1ccccc1)[N+](C)(C)CC=C (configuration not stated),3,-1.7,1,-10,-1,16,7,91,-15
CN1C(N)=NC(=O)/C1=C/c1ccc(F)cc1,2,-1.1,/,-7,-3,7,-1,98,42
Cc1cccnc1NC(=O)Cn1c(=O)oc2ccccc21,9,2.7,2,-6,2,11,0,103,25
CCOCCn1ccc2c(OCC(=O)Nc3ccc(OC)c(OC)c3)cccc2c1=O,4,3.0,4,/,-6,5,-3,/,/
O=C(Nc1cccc(S(=O)(=O)C(F)F)c1)c1ccc(S(=O)(=O)N2CCCCC2)cc1,-4,6.9,8,-6,-5,-47,-13,110,-31
COc1ccc(C(=O)N2CCCC(C(=O)N3CCCCCC3)C2)cc1 (configuration not stated),5,-0.7,3,-3,2,5,8,88,15
O=C1S/C(=C\c2ccc(O)c([N+](=O)[O-])c2)C(=O)N1c1ccccc1Cl,0,0.8,2,-8,-8,55*,-14,74*[inhibitor],54
O=C(Cn1ccc(NC(=O)OCc2ccccc2)nc1=O)NCCCc1ccccc1,4,3.1,-3,/,-3,5,3,/,/
CC(C)Cn1c(=O)c(C(=O)N/N=C/c2cccc(F)c2)c(O)c2ccccc21,3,-2.6,5,3,-5,-7,14,94,-2
COc1ccccc1/C=[N+](\[O-])C1SC(=S)N(C)C1(C)C (configuration not stated),6,-3.4,-4,3,-6,7,4,92,42
Cc1ccc(-c2nnn(CC(=O)N(Cc3ccco3)C(C(=O)NC(C)(C)C)c3cccs3)n2)o1 (configuration not stated),-6,-1.1,2,-9,-4,0,9,107,10
COc1ccc2c(c1OC)C(=O)N1C2SC[C@H]1C(=O)NC1CCCCC1 (some centres not stated),4,-1.3,2,0,-6,10,2,100,39
COc1cccc(Cn2cccc(NC(=O)Nc3ccccc3C)c2=O)c1,5,-1.8,-1,-11,-5,4,2,113,-3
COc1ccc(N(CC(=O)NCc2ccco2)S(=O)(=O)c2ccc(OC)c(OC)c2)cc1,2,-2.2,6,-10,-6,-8,1,103,-5
COc1cc(/C=C/C(=O)OCC(=O)NCc2ccco2)ccc1O,-5,-1.2,10,/,-3,11,15,/,/
Cc1cccc(C)c1NC(=O)COC(=O)c1cc(=O)[nH]c2ccccc12,-2,-0.8,4,/,-6,-4,-1,/,/
COc1cccc(-c2nnc(NC(=O)c3cccc(F)c3)o2)c1,6,1.8,1,-4,3,-6,4,97,-5
Cn1cc([N+](=O)[O-])c(C(=O)N(Cc2ccccc2)Cc2ccccc2)n1,5,-3.2,3,5,2,10,1,103,-4
Nc1cc(C(F)(F)F)ccc1Nc1ccccc1,2,-0.5,4,-7,-1,8,0,107,11
COc1ccc(-c2ccc(NCCC3=CCCCC3)nn2)cc1OC,4,0.1,3,-6,-6,-2,2,95,-11
CC1CCN(C(=O)CSc2nnc3ccccn23)CC1,8,13,1,/,-6,-21,-10,/,/
S=C(S)OC1CC2CC1C1CCCC21 (configuration not stated),/,-2.1,3,/,4,22,-6,/,/
COC1OC2COC(c3ccccc3)OC2C(O)C1N (configuration not stated),/,2.7,0,/,-2,-1,5,/,/
COc1ccc(-c2nc3cnccn3c2NC2CCCCC2)cc1-c1cccc(Cl)c1,-1,6.1,5,/,-3,-5,-1&5,/,/
CCCc1cc(=O)[nH]c(SCCOc2ccc(OCC)cc2)n1,0,-4.6,3,1,-1,15,3,99,21
CN(c1ccccc1)c1nc(N)c([N+](=O)[O-])c(N2CCOCC2)n1,-2,-0.4,1,17,-3,0,1,91,-10
O=C(OCc1csc(-c2ccccc2)n1)c1ccccc1O,-3,-1.0,3,-2,-7,-10,2,103,-12
